DYRK1A inh = inhibitors of rat Dyrk1A kinase; Q63470; ADP-Glo luminescence, NFATc1 peptide; inhibition, % at 12.5 µM; 310,000 compounds, 0.43% hits; AID 504441; in the data active = inhibition above about 50%;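 also: plate controls were vehicle with enzyme for no effect and no enzyme for full effect; many of its hits are not listed in these tables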
GSK3 alpha inh = inhibitors of human GSK-3 alpha kinase; ADP-Glo luminescence, 60 min; inhibition, % at 10 µM; 320,000 compounds, 0.1% hits; AID 2650;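 in the data active = inhibition above about 50%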;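 also: GST-tagged GSK-3 alpha with peptide substrate and 25 µM ATP; 0% = DMSO neutral wells and 100% = GW8510 positive control wells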
Target sequence (P49840 whole entry, looked up): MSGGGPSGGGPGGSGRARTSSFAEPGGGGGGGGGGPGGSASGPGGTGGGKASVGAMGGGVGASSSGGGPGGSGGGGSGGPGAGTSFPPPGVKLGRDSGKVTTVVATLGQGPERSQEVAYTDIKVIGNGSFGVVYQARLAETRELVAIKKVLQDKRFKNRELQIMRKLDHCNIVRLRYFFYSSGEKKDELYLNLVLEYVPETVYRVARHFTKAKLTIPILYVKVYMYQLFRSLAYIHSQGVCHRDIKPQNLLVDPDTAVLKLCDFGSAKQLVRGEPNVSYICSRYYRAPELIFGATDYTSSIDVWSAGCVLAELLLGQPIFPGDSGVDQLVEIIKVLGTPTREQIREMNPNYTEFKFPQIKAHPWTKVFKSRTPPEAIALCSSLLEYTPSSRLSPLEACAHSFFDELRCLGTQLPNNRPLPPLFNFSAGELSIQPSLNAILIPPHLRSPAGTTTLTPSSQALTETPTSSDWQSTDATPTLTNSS
An asterisk follows results filed as active. Not all compounds are listed; the hit share may differ from the screen's.

SMILES	DYRK1A inh	GSK3 alpha inh
COc1ccc(-c2csc(NCCn3c(C)nc4cc(C(F)(F)F)ccc43)n2)cc1	-3	-1
CC1CCCC(NC(=O)COC(=O)c2cc(S(=O)(=O)N3CCOCC3)ccc2F)C1C (stereo not given)	0	15
O=C(CN1C(=O)NC2(CCc3ccccc32)C1=O)Nc1ccccc1C(F)(F)F (stereo not given)	-2	12
CC(CNC(=O)Cn1cnc2c(OCc3ccccc3)ncnc21)c1ccccc1 (stereo not given)	3	-2
CCCCN1C(Nc2ccccc2)=NC[C@@H]1Cc1ccccc1	2	0
O=C(CN1C(=O)NC2(CCCCCC2)C1=O)Nc1ccc(Cl)c([N+](=O)[O-])c1	9	0
COc1ccc(-c2ccc3c(c2)S(=O)(=O)c2cccc(C(=O)N4CCN(c5ccc(Cl)cn5)CC4)c2C3=O)cc1OC	-1	-1
Cc1nc2ccc(NS(=O)(=O)c3cccc([N+](=O)[O-])c3)cc2s1	3	-3
O=C(NNC(=O)c1ccccc1Cl)c1ccc(-n2cncn2)c([N+](=O)[O-])c1	7	2
CC(C)Nc1nnc(SC(C)C(=O)Nc2ccc(N3CCOCC3)cc2)s1 (stereo not given)	-4	-5
Oc1cc(-c2ccncc2)cc2cccnc12	76*	6
O=C(NC(CC(=O)N1CCN(c2ccccc2O)CC1)c1ccccc1)c1ccccc1Cl (stereo not given)	3	-3
COc1cccc(C#Cc2c(CO)[nH]c3ccccc23)c1	29	-1
CN(c1ccccc1)S(=O)(=O)c1cccc(NC(=O)c2ccc(=O)[nH]c2)c1	7	5
Cc1ccccc1NC(=O)COC(=O)[C@@H]1CCCN1C(=O)c1cccs1	-4	-7
O=C(Nc1cc(S(=O)(=O)N2CCOCC2)ccc1N1CCOCC1)c1ccccc1[N+](=O)[O-]	1	-2
COc1ccc(C(CNS(=O)(=O)c2ccc(NC(C)=O)c(OC)c2)N2CCCC2)cc1 (stereo not given)	0	-1
Cc1ccc(NC(=O)CSC(C)C(=O)OC(C)C(=O)NC2CCCCC2C)cc1 (stereo not given)	-1	9
Cc1cccc(NC(=O)CNC(=O)C(NC(=O)Cc2ccccc2)C(C)C)c1C (stereo not given)	1	1
CCC1(c2ccccc2)NC(=O)N(CC(=O)Nc2cccc(S(=O)(=O)N3CCCC3)c2)C1=O (stereo not given)	-2	2
O=C(COC(=O)C12CC3CC(CC(C3)C1)C2)NCc1ccccc1	3	-2
C=CCC[C@@H](Cc1ccc(F)cc1)C(=O)OC[C@H](Cc1c[nH]c2ccccc12)NC(=O)[C@@H](CC=C)CC(=O)NCCO	0	1
COc1cc(OC)cc(-c2c(-c3cccs3)c3cc(-c4ccc(C(N)=O)cc4)ccc3n2C)c1	1	1
Cc1cc(C)c(NC(=O)COC(=O)C23CC4CC(CC(O)(C4)C2)C3)c(Cl)c1	-2	-7
O=C(c1ccc(Cl)s1)N1CCN(S(=O)(=O)c2ccc(Cl)cc2)CC1	0	-1
Following part.
SMILES	DYRK1A inh	GSK3 alpha inh
CN1CCC[C@@H]1CCNC(=O)c1cccc2c1C(=O)c1ccc(N3CCCC3)cc1S2(=O)=O	1	-3
COc1cc(N)c(Cl)cc1C(=O)OCC(=O)Nc1ccc(N2CCOCC2)cc1	-2	-1
CC1CCN(C(=O)COC(=O)c2ccccc2C(=O)c2ccccc2)CC1	3	-2
CCCOc1ccc(C2=CC(=O)C[C@H](c3ccc(OC)cc3)C2)cc1	-5	-4
Cc1ccc(CC(=O)Nc2ccc(S(=O)(=O)N3CCOCC3)cc2)cc1C	-2	2
CCCN(CC(=O)Nc1ccccc1C)C(=O)c1ccc2c(c1)S(=O)(=O)N=C1CCCCCN12	-1	2
CC1CCCC(NC(=O)CSc2nncs2)C1C (stereo not given)	-1	0
Cc1cccc(NC(=O)CN2CCN(C(=O)c3cnn(Cc4ccccc4)c3)CC2)c1C	-6	14
O=C(Nc1ccccn1)c1cccc(S(=O)(=O)N2CCCc3ccccc32)c1	0	3
Cc1noc(C)c1COc1ccccc1C(=O)NCCOc1ccccc1F	16	7
COc1ccc(C(=O)N2CCC2)cc1S(=O)(=O)NCc1ccc(Cl)cc1	-8	-1
CC#CCOC(=O)c1c(C)nc2sc3c(c2c1N)CCC(O)C3 (stereo not given)	-2	-1
C[C@H](CO)N1C[C@H](C)[C@@H](CN(C)C(=O)NC2CCCCC2)Oc2ccc(NS(=O)(=O)c3cccs3)cc2C1=O	-3	-3
CN1CCN(c2ccc(S(=O)(=O)N3CCOCC3)cc2NC(=O)CC(C)(C)C)CC1	4	-1
CC(C)(CNC(=O)c1cccs1)N1CCOCC1	6	-1
C=CC[C@H](CC(=O)NCCO)C(=O)N[C@H](COC(=O)[C@@H](CC=C)Cc1ccc(F)cc1)c1ccccc1	0	-5
Cc1ccc(C(=O)N(C)CC(=O)Nc2ccc(Cl)c(C(F)(F)F)c2)cc1S(=O)(=O)N1CCCCC1	2	-2
CC(Nc1ccc2ccccc2c1)C(=O)N/N=C/c1ccncc1 (stereo not given)	-3	-3
CC(=O)c1c(C)[nH]c(C(=O)Nc2cc(S(=O)(=O)N3CCCCC3)ccc2C)c1C	-2	4
C[C@@H]1CN([C@H](C)CO)C(=O)c2cc(NC(=O)C3CCCCC3)ccc2O[C@@H]1CN(C)Cc1ccncc1	-3	-1
O=C(OCC(=O)N1CCCCC1)c1cccs1	3	-3
CN(C)C(=O)N=NC(=O)N(C)C	8	-1
C[C@H](CO)N1C[C@H](C)[C@@H](CN(C)C(=O)NC2CCCCC2)Oc2c(NC(=O)c3ccncc3)cccc2C1=O	10	0
Cc1ccc(NC(=O)COc2ccc(Br)cc2CO)cc1S(=O)(=O)N1CCOCC1	-4	-2
C/C(=C(/CCO)SSCC1CCCO1)N(C=O)Cc1cnc(C)nc1N (stereo not given)	4	-1
More entries
SMILES	DYRK1A inh	GSK3 alpha inh
CCCCN(C(=O)C1CCCO1)c1c(N)n(CCC)c(=O)[nH]c1=O (stereo not given)	0	-1
CC1Cc2ccccc2N1C(=O)Cn1cc([N+](=O)[O-])ccc1=O (stereo not given)	2	-2
Cc1c(-c2nc3ccccc3[nH]2)cnn1C	0	3
CC1CCC(NC(=O)COC(=O)c2ccc3ncsc3c2)CC1 (stereo not given)	-2	16
O=C(COC(=O)c1cnc(Cl)c(Cl)c1)Nc1cccc(S(=O)(=O)N2CCOCC2)c1	-2	-1
CCOc1ccc(NC(=O)CN(C)Cc2ccc3c(c2)OCO3)cc1S(=O)(=O)N1CCCC1	0	9
C[C@@H]1CN(S(=O)(=O)c2c(F)cccc2F)CCN1S(=O)(=O)c1ccc2c(c1)OCCO2	7	2
O=C(COC(=O)/C=C/c1ccccc1)Nc1ccc2c(c1)OCCO2	-1	-3
C[C@@H]1NC(=O)OC1c1ccco1 (stereo not given in full)	3	-6
Cc1ccc(S(=O)(=O)N2CCN(C(=O)COC(=O)/C=C/c3ccccc3F)CC2)c(C)c1	-3	-3
O=C(NCC1COc2ccccc2O1)C1CCN(S(=O)(=O)c2ccccc2)CC1 (stereo not given)	0	-1
O=C(NCC(c1ccc(F)cc1)N1CCOCC1)c1ccc([N+](=O)[O-])o1 (stereo not given)	-2	-1
COc1ccccc1C(=O)NCCC(=O)Nc1ccc(S(=O)(=O)N2CCCC(C)C2)cc1 (stereo not given)	-1	0
C[C@@]12C(=O)N(Cc3ccccc3)CC(=O)N1[C@H]1c3cc(Cl)ccc3OC[C@@H]1[C@@H]2c1ccccc1	2	-4
CC(C)(C)OC(=O)C[C@H]1C/C=C\C[C@@H](CC(=O)N(CCO)Cc2ccccc2)C(=O)N[C@@H](Cc2ccccc2)COC1=O	3	-4
COc1cc(C(=O)N2CCCCC2)ccc1OCC(=O)Nc1ccc(F)cc1	0	0
Cc1nc(SCC(=O)N2CCCC2=O)nc(C)c1C	1	-1
C[C@H](CO)N1C[C@H](C)[C@@H](CN(C)S(=O)(=O)c2cccs2)Oc2c(NS(=O)(=O)c3cn(C)cn3)cccc2C1=O	2	-4
CCOC(=O)[C@H]1[C@H]2COc3ccc(Br)cc3[C@H]2N2C(=O)CNC(=O)[C@@]12C	2	-2
Cc1ccc2oc(=O)c(-c3ccc(O)cc3)c(C)c2c1	-1	-10
COc1ccccc1C(CNC(=O)c1cccc(S(=O)(=O)Nc2ccc(F)cc2)c1)N(C)C (stereo not given)	3	-1
O=C(CC1(CC(=O)N2CCOCC2)CCCC1)Nc1ccccc1	-2	0
O=C(Nc1cc(S(=O)(=O)N2CCOCC2)ccc1Cl)c1cc([N+](=O)[O-])ccc1Cl	-2	-4
Cc1ccc(C2=N/C(=C\c3ccc(F)cc3)C(=O)N2)cc1	1	6
O=C(Nc1cccc(S(=O)(=O)N2CCCCC2)c1)c1cc(=O)[nH]c2ccccc12	-3	0
Following part:
SMILES	DYRK1A inh	GSK3 alpha inh
CCCCC/C=C/C1=CC(=O)C[C@H](c2ccc(OC)cc2)C1	10	-1
COc1ccc(NC(=O)C2COc3ccccc3O2)cc1S(=O)(=O)N1CCOCC1 (stereo not given)	1	0
CC(C)Oc1ccc(C(=O)NCC(=O)Nc2ccc3c(c2)CCC3)cc1	5	0
CC(C)C(NC(=O)c1ccccc1NC(=O)C(C)(C)C)C(=O)N1CCOCC1 (stereo not given)	5	-3
CCCCOc1ccc(C(=O)NNC(=O)c2cnccn2)cc1OC	0	1
O=C1OC[C@H]2CCCN2C(=O)[C@@H](CC(=O)N(CCO)Cc2ccccc2)C/C=C\CC[C@@H]1Cc1ccc(F)cc1	7	-2
CCCC1C(=O)N2C(N(C)C)=Nc3ccc(C)cc3N2C1=O (stereo not given)	0	-3
CCCCOc1ccc(C(=O)NCC(=O)N(C)Cc2nc3ccccc3c(=O)[nH]2)cc1	6	-1
Cc1cccc(C)c1-n1nnnc1SCC(=O)c1c(N)n(C2CC2)c(=O)[nH]c1=O	-2	0
COc1ccccc1CNS(=O)(=O)c1cc(C(=O)NCC2CCCO2)c(Cl)cc1Cl (stereo not given)	-4	0
COC(=O)c1ccc(COC(=O)CNC(=O)c2cccc(OC)c2)o1	-5	9
C[C@H](CO)N1C[C@H](C)[C@@H](CN(C)S(=O)(=O)c2cccs2)Oc2ccc(NS(=O)(=O)c3ccccc3)cc2CC1=O	1	-2
O=C(COC(=O)Cc1ccccc1F)NCCc1ccccc1	5	-3
Cc1cc(C)n2nc(C(=O)OCC(=O)c3ccccc3)nc2n1	-1	0
CC(C)(C)OC(=O)C[C@H]1C/C=C\C[C@@H](CC(=O)NCCO)C(=O)NCCOC1=O	-1	-1
O=C(COC(=O)CCc1ccccc1)NNC(=O)c1ccccc1	0	-7
C[C@H]1CN=C(N(C)C)N1CCC1CCCC1	-1	1
CCOc1ccc(NC(=O)COC(=O)c2cc(C)oc2C)cc1	-2	-1
COc1ccccc1NC(=O)[C@@H]1CCCN1S(=O)(=O)c1ccc(Cl)cc1	-5	0
CC(NC(=O)C1CCN(C(=O)Nc2ccccc2)CC1)c1ccccc1Cl (stereo not given)	-6	-3
O=C(C[n+]1ccccc1)N/N=C/c1ccc(C(=O)O)cc1	-2	-2
O=C(Cn1nc(C(=O)O)c2ccccc2c1=O)Nc1cccc(S(=O)(=O)N2CCCCCC2)c1	3	2
CC(=O)NC(c1cc(Cl)c2ccccc2c1O)C(C)C (stereo not given)	1	-3
CCC1Nc2ncnc(N3CCN(c4ccccc4)CC3)c2N(Cc2ccccc2)C1=O (stereo not given)	6	-1
Nc1nc(N)nc(-c2cccc(Cl)c2)n1	30	1

Exported with values under each structure: 5 of the compounds above
Every second line gives: DYRK1A inh, GSK3 alpha inh
> CCCCN1C(Nc2ccccc2)=NC[C@@H]1Cc1ccccc1
 : 2, 0
> CC1CCN(C(=O)COC(=O)c2ccccc2C(=O)c2ccccc2)CC1
 : 3, -2
> C=CC[C@H](CC(=O)NCCO)C(=O)N[C@H](COC(=O)[C@@H](CC=C)Cc1ccc(F)cc1)c1ccccc1
 : 0, -5
> Cc1ccccc1NC(=O)COC(=O)[C@@H]1CCCN1C(=O)c1cccs1
 : -4, -7
> O=C(C[n+]1ccccc1)N/N=C/c1ccc(C(=O)O)cc1
 : -2, -2

Single records, as listed above. Values in the order: DYRK1A inh	GSK3 alpha inh
O=C(COC(=O)CCc1ccccc1)NNC(=O)c1ccccc1 reads 0	-7
CCCCC/C=C/C1=CC(=O)C[C@H](c2ccc(OC)cc2)C1 reads 10	-1
COc1ccccc1CNS(=O)(=O)c1cc(C(=O)NCC2CCCO2)c(Cl)cc1Cl (stereo not given) reads -4	0
CCC1Nc2ncnc(N3CCN(c4ccccc4)CC3)c2N(Cc2ccccc2)C1=O (stereo not given) reads 6	-1
COc1ccccc1NC(=O)[C@@H]1CCCN1S(=O)(=O)c1ccc(Cl)cc1 reads -5	0

More structures.
SMILES	DYRK1A inh	GSK3 alpha inh
CCOc1ccc(C(=O)N[C@H](C(=O)Nc2ccc(S(=O)(=O)Nc3nccs3)cc2)C(C)C)cc1	-5	-3
CCOc1ccc2oc(C(=O)N3CCCN(C)CC3)c(C)c2c1	-4	1
CCCCN1CCNC[C@@H]1c1ccccc1	-7	0
CN(C)C1=NCCN1CCCC1CCCC1	11	1
N#CCN(C(=O)COC(=O)CCCNC(=O)c1ccc(Cl)cc1)c1ccccc1	0	1
O=C(NCC1CCCCC1)c1cccc(S(=O)(=O)N2CCCC2)c1	5	-3
Cc1ccc(S(=O)(=O)Nc2cccc3c2O[C@H](CN(C)Cc2ccc(-c4ccccc4)cc2)[C@@H](C)CN([C@H](C)CO)C3=O)cc1	-4	-5
O=C(Nc1ccc(Oc2ccc(Br)cc2)cc1)C1=CC=CN2CCS(=O)(=O)N=C12	4	2
CCOC(=O)Cc1csc(SCC(=O)Nc2oc(C)c3c(C)n[nH]c(=O)c23)n1	10	-2
CCN(C(=O)CN1CCCCC1)c1c(N)n(Cc2ccccc2)c(=O)[nH]c1=O	-1	0
